# T cell modulator: modulators of CD8 T cell-vesicle binding, primary screen, mouse 2C CD8+ T cells, flow cytometry; calls only at 7 µM; 2C CD8+ T cell-vesicle binding; hits give low values; AID 2052, 2009; actives 0.068% (n = 330,000);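 active = response, share of CD8 T cells binding vesicles, and their 90th percentile fluorescence all below set limits, cut at about 80% in these data, passing the limit was not always enough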
#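 Also added: QL9-peptide-loaded Drosophila micro-vesicles bearing Ld, ICAM-1 and B7-1; Test system: purified 2C TCR transgenic mouse naive CD8+ T cells; Measured by: cytometric PE anti-B7-1 and Alexa647 anti-CD8 signals after 1% paraformaldehyde fixation; Timing: binding step 1.5 h, 37 °C, antibody labelling 20 min, ice.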
# human PMI inhibitors: human PMI inhibitors, high substrate, primary screen, biochemical, fluorescence intensity, high mannose 6-phosphate (AID 1220) | Mannose-6-phosphate isomerase (Homo sapiens) | recombinant PMI enzyme, coupled fluorescence intensity; higher % means a stronger effect | inhibition, % at 20 µM, or IC50 in µM where a hit was titrated | actives 0.66% (n = 190,000)
# Lipid droplet: inhibitors of hepatocyte lipid droplet formation, primary screen, imaging, high-throughput imaging, BODIPY stain; AML12 mouse hepatocytes, oleate lipid droplets; actives 0.4% (n = 240,000); inhibition, % at 6.5 µM;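 active = lipid droplet intensity inhibited by at least 50%, with more than 500 cells counted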
#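 Material – mouse AML12 hepatocyte cell line, fixed after treatment · Compound dosing – one dose, 6.5 µM compound · Times – compound with oleate, overnight · Measured by – Image-based BODIPY and DAPI two-channel analysis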
# Ins promoter up: insulin promoter activators in MIN6 cells, imaging, high-content screening, mouse beta cells; MIN6 insulin promoter-GFP reporter; hits give high values; z-score at 5 µM; actives 0.3% (n = 190,000); AID 1625, 2009;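 active = z-score above 3 at 5 µM with at least 500 cells counted in the well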
# bCat nuc transl: modulators of beta-catenin nuclear translocation, primary screen, imaging, HeLa cells, immunofluorescence, high-content; actives 0.3% (n = 190,000); nuclear translocation activity, % at 5 µM;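 active = nuclear translocation activity above 50% at 5 µM, with a well cell count of 50 or more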;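 note: per-cell ratio of nuclear to cytoplasmic median beta-catenin stain intensity; plate controls were DMSO negative control for no effect and GSK-3 inhibitor IX positive control for full effect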
#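 assay system = human HeLa cells, endogenous beta-catenin | times = compound treatment 24 h, 37°C, 5% CO2 | detection = Anti-beta-catenin immunofluorescence on PFA-fixed, Triton-permeabilized cells, DAPI nuclei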
# MT stabilizer: microtubule stabilizers in HeLa cells, primary screen, imaging, high-content imaging; HeLa tubulin immunostaining HCS, 24 h; share of cells brighter than vehicle mean+2SD; AID 2205, 2009; % tubulin-high responders, % at 10 µM; actives 0.83% (n = 200,000);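 active = plate Z-score above 3 for both tubulin-high and condensed-nucleus cell shares, with cell loss under 80%, at 10 µM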;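 note: anti alpha tubulin signal scored within the nucleus-defined area of each cell; some results filed as inactive read as strong as hits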
# Autophagy HCS: autophagy modulators in MEF cells, primary screen, imaging, high-content, MEF GFP-LC3; MEF GFP-LC3 puncta imaging; test concentration mostly 10 µM; calls only at 10 µM (by protocol); actives 0.98% (n = 190,000); AID 463193, 2010;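 active = percentage of spot-positive cells more than 3 SD above its plate mean, without a fluorescence outlier flag or 80% toxicity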;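 note: spot-positive cell cutoff set from DMSO-treated cells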
# TNAP activators: human TNAP enzyme activators, primary screen, biochemical, luminescent, no phosphate acceptor, uHTS (AID 1001) | purified TNAP, luminescent activation assay, no phosphate acceptor; higher activation fold means a stronger effect | Alkaline phosphatase, tissue-nonspecific isozyme (Homo sapiens) | activation fold at 20 µM; hits with a dose series show EC50 in µM | actives 0.03% (n = 200,000); in the data active = activation fold from about 3, or a potency from the dose series; inactive = the rest, 99 in 100 with activation fold below about 1.6; note: many of its hits are not listed in these tables
# human PMI inhibition: inhibitors of human PMI, primary screen, biochemical, fluorescence intensity, coupled assay (AID 1209); purified PMI enzyme, coupled fluorescence intensity; higher % means a stronger effect; inhibition, % at 20 µM, or IC50 in µM where a hit was titrated; Mannose-6-phosphate isomerase (Homo sapiens); actives 0.42% (n = 190,000);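 note: plate controls were DMSO vehicle for no effect and wells lacking substrate for full effect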
# Ins promoter up cell count: further read-out of Ins promoter up, marked with its call; cell count; measured here: cytotoxicity, nuclei count;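 total cells summed across four imaged fields per well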
# Lipid droplet cells 6.5 µM: also measured in Lipid droplet; calls as there; cell count; measured here: cell count, cytotoxicity flag;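 cells counted across two imaged fields per well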
# bCat nuc transl cell count 5 µM: recorded beside bCat nuc transl, whose call it bears; cell count; measured here: cell count, cytotoxicity flag
# T cell modulator vesicle-bound %: further read-out of T cell modulator, marked with its call; double positive events, %; measured here: CD8+ vesicle-bound cell fraction;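 binding gate set so that unloaded-vesicle control wells show 10% double positive cells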
# MT stabilizer Hoechst-high %: further read-out of MT stabilizer, marked with its call; % Hoechst-high responders; measured here: nuclear condensation Hoechst responders;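 share of cells brighter than vehicle mean plus two SD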
# MT stabilizer cytotoxicity %: recorded beside MT stabilizer, whose call it bears; toxicity, %; measured here: cytotoxicity by cell density;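 0% = mean cell density of plate MIN control wells and 100% = no cells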
# Autophagy HCS cell loss 18 h: recorded beside Autophagy HCS, whose call it bears; toxicity, %; measured here: cell loss, nuclei count;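 cell loss after 18 h compound exposure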
# * marks the source's active call; other numbers are inactive results; i = inactive; nt = no result given; + = active, no number. Cut-off read from the data, not from the text of the source, unless noted: active = inhibition above about 50%; inactive = the rest.
# Each structure is followed by: Lipid droplet cells 6.5 µM, Lipid droplet, human PMI inhibitors, T cell modulator vesicle-bound %, MT stabilizer cytotoxicity %, human PMI inhibition, TNAP activators, MT stabilizer Hoechst-high %, MT stabilizer, Ins promoter up cell count, Autophagy HCS cell loss 18 h, bCat nuc transl cell count 5 µM, bCat nuc transl, Ins promoter up, Autophagy HCS, T cell modulator
> COc1ccc2cc(C)c3nnc(SCC(=O)Nc4nc(-c5ccccc5)cs4)n3c2c1
  nt, nt, 13%, 37, 3.4, 19%, 1, 6.2, 4.5, 1646, -9.3*, 1337, -4.4, -0.11, +, i
> CC1=CCC(C(=O)O)(C(=O)N/N=C/c2cccs2)C(c2ccc(F)cc2)C1 (stereo not given)
  789, 1, -1%, 36, 1.9, 4%, 1.1, 2.0, 1.5, nt, 1, 1239, -0.4, nt, i, i
> CCOc1ccc(OCc2ccc(C(=O)NN)o2)cc1
  722, 6, nt, 9, nt, nt, nt, nt, nt, 1126, nt, 1313, -0.2, -0.28, nt, i
> Cc1ccc(-c2c(C#N)c(N)n(-c3ccccc3)c(=O)c2C#N)cc1
  nt, nt, 12%, 51, 3.5, 10%, 1.1, 1.6, 3.1, 1464, 18, 1375, -1.9, 0.03, i, i
> O=C(c1cccc(S(=O)(=O)N2CCCCC2)c1)N1CCOCC1
  nt, nt, 4%, 28, 9.6, 2%, 1.1, 2.8, 4.1, 1194, 8, 899, -1.6, 1.2, i, i
> COc1ccc(N2C3=[N+](CCCC3)CC2(C)O)cc1 (stereo not given)
  726, -6, 13%, 45, nt, 17%, 1.1, nt, nt, 1169, nt, 1171, -1.6, -0.22, nt, i
> CCOC(=O)C1Cn2c(nc3c(c2=O)C2(CCCC2)Cc2ccccc2-3)S1 (stereo not given)
  nt, nt, 13%, 34, 6.8, 13%, 1, 5.0, 1.9, 1167, -2, 1150, -1.0, -0.41, i, i
> Cc1nnc(SCc2ccccc2)[nH]c1=O
  703, -2, -3%, 1, 4.5, -3%, 1.1, 1.1, 2.8, 1351, 34, 1074, 0.3, 0.78, i, i
> CCN(CCNC(=O)C1CCN(S(=O)(=O)c2cccc3cccnc23)CC1)c1ccccc1
  772, -2, 3%, 32, 1.3, 8%, 1.1, 1.5, 2.7, 1295, -13, 1031, -0.5, 1.4, i, i
> N#CCN1C(=S)N=C(Nc2cccc(Cl)c2)C12CCCCC2
  nt, nt, 6%, 36, 0.3, 7%, 1, 1.6, 3.3, 1513, -1, 1332, -3.8, 0.81, i, i
> O=C(Cn1nc(CNc2ccc(Cl)cc2)[n+]2c1CCCCC2)c1ccccc1
  636, 16, -8%, 48, 4.5, -8%, 1, 1.1, 7.4, 1558, -5, 1093, 1.3, 0.26, i, i
> CC1CCCCN1CCn1c(=S)[nH]c2ncccc2c1=O (stereo not given)
  nt, nt, 1%, 35, 9.4, 1%, 1.1, 2.1, 3.6, 1349, 8, 1023, -0.8, -0.3, i, i
> CCC1C(C#N)=C(SC)NC2=C1C(=O)CC(C)(C)C2 (stereo not given)
  nt, nt, -2%, 36, 6.6, -3%, 1.1, 3.8, 6.8, 1084, 2, 979, -2.3, -0.47, i, i
> COC(=O)CCC(=O)NC(=S)Nc1ccc(S(=O)(=O)Nc2cc(OC)nc(OC)n2)cc1
  743, 22, 1%, 42, 1.0, -1%, 1, 2.2, 3.1, 1220, 2, nt, nt, 1.3, i, i
> COc1ccccc1N(CC(=O)N1CCc2ccccc2C1)S(C)(=O)=O
  661, 24, nt, 33, nt, nt, 1, nt, nt, nt, -8, 1560, 0.0, nt, i, i
> COc1ccc(N(C(=O)COc2ccccc2)C2C=CS(=O)(=O)C2)cc1 (stereo not given)
  660, -12, 2%, 20, 8.5, 4%, 1, 1.7, 2.6, 1253, 12, nt, nt, -0.05, i, i
> Cc1ccc(C2=N/C(=C\N3CCCCC3)C(=O)O2)cc1
  830, -6, -1%, 48, 5.5, 0%, 1.1, 2.8, 2.0, 746, -41, nt, nt, 1, i, i
> C=CCNCC(=O)Nc1ccccc1SCC(=O)Nc1ccsc1C(=O)OC
  695, -1, 1%, 37, 8.9, -1%, 1.1, 2.6, 1.9, 1466, -2, 1521, 0.1, -0.27, i, i
> O=c1c2ccccc2c(C=NC2CCN(Cc3ccccc3)CC2)c(O)n1Cc1ccc2c(c1)OCO2
  666, -4, 24%, 32, 5.2, 2%, 1.1, 3.0, 2.0, 1288, 8, 1023, -0.5, -0.31, i, i
> COc1ccc(CNC(=O)C(NC(C)=O)C(=O)Nc2ccc(OC)cc2)cc1 (stereo not given)
  nt, nt, -8%, 20, 3.7, -12%, 1, 2.1, 3.4, 1327, -16, 1028, -1.0, -0.29, i, i
> NC(=O)CCSC(=S)N1CCOCC1
  688, 13, 9%, 6, 5.7, 2%, 1.1, 1.8, 3.1, 1243, -28, 1112, -2.9, 0.77, i, i
> COC(=O)c1cc(Nc2cc(C)nc3ncnn23)cc(C(=O)OC)c1
  736, 11, 3%, 40, 10, -9%, 1, 1.9, 3.6, 1263, -2, 494, -0.8, -0.46, i, i
> CCOC(=O)C1CCCc2c1[nH]c1ccc(Cl)cc21 (stereo not given)
  672, -8, 8%, 43, 11, 12%, 1.1, 1.7, 2.2, 1439, 19, 1078, -0.7, 0.49, i, i
> Cc1ccc(O)c(NC(=O)c2cc3nc4c(c(C(F)(F)F)n3n2)CCc2ccccc2-4)c1
  nt, nt, 14%, 35, 4.3, 4%, 1.1, 1.9, 2.7, 1220, 25, 1433, 1.6, -1.7, i, i
> O=C1c2ccccc2C(=O)N1CCCc1c[nH]c2ccc(Cl)cc12
  707, 9, 14%, 11, 6.2, 15%, 1.1, 2.6, 5.8, 1380, 1, 1009, -0.9, -0.52, i, i
> O=C(CCN1CCc2ccccc21)c1ccc2c(c1)OCCO2
  nt, nt, -34%, 29, 6.1, -10%, 1.1, 1.5, 2.9, 1189, 15, 1175, -1.2, -1, i, i
> COC(=O)c1ccccc1Sc1snnc1C
  727, -22, 3%, 32, 6.2, 5%, 1, 1.8, 2.6, nt, 16, 1127, 2.8, nt, i, i
> N#Cc1c(C(F)(F)F)cc(-c2ccc(Cl)c(Cl)c2)nc1SCCN1CCOCC1
  nt, nt, -25%, 37, 8.8, -19%, 1, 1.8, 3.4, 1096, 10, 1012, -4.7, -0.4, i, i
> CCOC(=O)c1cc2c(ccn2C)n1Cc1cc(C)ccc1C
  nt, nt, 23%, 62, 8.6, 6%, 1, 2.0, 2.2, 1467, -2, 1369, 0.4, -0.48, i, i
> CC1CCC2(CC1)NC(=O)N(CC(=O)c1ccc[nH]1)C2=O (stereo not given)
  762, -3, -6%, 52, 0.1, 7%, 1.1, 2.2, 1.4, 807, -6, 1206, -2.1, 0.1, i, i
> CCC(C)c1ccc(OCC(=O)Nc2ccc(Cl)cn2)cc1 (stereo not given)
  789, -8, 12%, 42, 6.8, 10%, 1.1, 1.6, 2.2, nt, -7, 967, 3.3, nt, i, i
> Cc1ccc(-c2nn(-c3ccccc3)cc2C(=O)Nc2ccc(C(=O)O)cc2)cc1
  667, 3, 15%, 62, 4.3, 14%, 1, 1.6, 4.9, 1471, 16, 950, -1.7, 0.03, i, i
> CCN(CC)S(=O)(=O)c1ccc(/C=C/C(=O)N(c2ccccn2)C2CCCCC2)cc1
  708, -3, -4%, 30, 10, -2%, 1.1, 1.9, 2.8, 1390, -5, 1088, 0.6, -1.1, i, i
> Cc1cc(O)c(C(C)C)cc1N=Cc1cc([N+](=O)[O-])ccc1O
  728, -4, nt, 13, nt, nt, nt, nt, nt, 1400, nt, 1136, -0.8, 0.28, nt, i
> O=C(Oc1ccccc1-c1csnn1)c1cccs1
  672, -19, -8%, 54, 4.9, -15%, 1, 3.7, 4.1, 1188, 27, 1041, 0.7, -0.6, i, i
> O=C(O)c1ccc(COc2ccc3ccccc3c2/C=C2/NC(=O)N(c3ccccc3)C2=O)cc1
  nt, nt, 23%, 36, 2.3, 16%, 1.1, 1.1, 1.6, 1420, 7, 1426, -1.8, 0.3, i, i

# Entries above with a Cl atom (six):
# Each structure is followed by: Lipid droplet cells 6.5 µM, Lipid droplet, human PMI inhibitors, T cell modulator vesicle-bound %, MT stabilizer cytotoxicity %, human PMI inhibition, TNAP activators, MT stabilizer Hoechst-high %, MT stabilizer, Ins promoter up cell count, Autophagy HCS cell loss 18 h, bCat nuc transl cell count 5 µM, bCat nuc transl, Ins promoter up, Autophagy HCS, T cell modulator
> N#CCN1C(=S)N=C(Nc2cccc(Cl)c2)C12CCCCC2
  nt, nt, 6%, 36, 0.3, 7%, 1, 1.6, 3.3, 1513, -1, 1332, -3.8, 0.81, i, i
> O=C(Cn1nc(CNc2ccc(Cl)cc2)[n+]2c1CCCCC2)c1ccccc1
  636, 16, -8%, 48, 4.5, -8%, 1, 1.1, 7.4, 1558, -5, 1093, 1.3, 0.26, i, i
> CCOC(=O)C1CCCc2c1[nH]c1ccc(Cl)cc21 (stereo not given)
  672, -8, 8%, 43, 11, 12%, 1.1, 1.7, 2.2, 1439, 19, 1078, -0.7, 0.49, i, i
> O=C1c2ccccc2C(=O)N1CCCc1c[nH]c2ccc(Cl)cc12
  707, 9, 14%, 11, 6.2, 15%, 1.1, 2.6, 5.8, 1380, 1, 1009, -0.9, -0.52, i, i
> N#Cc1c(C(F)(F)F)cc(-c2ccc(Cl)c(Cl)c2)nc1SCCN1CCOCC1
  nt, nt, -25%, 37, 8.8, -19%, 1, 1.8, 3.4, 1096, 10, 1012, -4.7, -0.4, i, i
> CCC(C)c1ccc(OCC(=O)Nc2ccc(Cl)cn2)cc1 (stereo not given)
  789, -8, 12%, 42, 6.8, 10%, 1.1, 1.6, 2.2, nt, -7, 967, 3.3, nt, i, i

# Assay outcomes (PubChem)
